Screens as filed in PubChem BioAssay.
NR3A LBD binder: NR3A (human) ligand-binding domain modulation; NR3A LBD differential scanning fluorimetry, Tm shift; 0% = protein alone, 100% = glycine-bound protein; Tm shift relative to glycine control, % at 25 µM; hit rate 2.5% among 340,000;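 active means melting temperature shift of at least 10% of the positive control shift, at one fixed dose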
MPTP block: blocks calcium-induced mitochondrial swelling. isolated mouse mitochondria, Ca2+ swelling absorbance, 30 min. inhibition, % at 10 µM. AID 602449. hit rate 1.4% among 360,000;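 active means inhibition of 50% or more, scaled per plate between neutral and stimulator controls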;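 further: 0% = DMSO wells given calcium and 100% = 1 mM EGTA wells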
APOBEC3G inh: APOBEC3G (human) deaminase inhibition. hit rate 0.28% among 330,000. recombinant A3G, ssDNA deamination FAM/TAMRA fluorescence. inhibition, % at 20 µM. AID 493012. Q9HC16;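 active means inhibition of at least 40% at 20 µM, with no more than 30% in the related APOBEC3A deaminase screen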;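 further: plate controls were DMSO wells with A3G for no effect and wells lacking A3G enzyme for full effect; some compounds called inactive have numbers as strong as hits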
APOBEC3A inh: inhibitors of human APOBEC3A DNA deaminase; P31941; recombinant A3A, FAM/TAMRA ssDNA deamination fluorescence; inhibition, % at 20 µM; hit rate 0.41% among 330,000; AID 493011;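 active means at least 40% inhibition at 20 µM here, with at most 30% in a related deaminase screen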;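 further: plate controls were A3A with DMSO for no effect and wells lacking A3A enzyme for full effect; some results filed as inactive read as strong as hits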
Target sequence (P31941 whole entry, looked up): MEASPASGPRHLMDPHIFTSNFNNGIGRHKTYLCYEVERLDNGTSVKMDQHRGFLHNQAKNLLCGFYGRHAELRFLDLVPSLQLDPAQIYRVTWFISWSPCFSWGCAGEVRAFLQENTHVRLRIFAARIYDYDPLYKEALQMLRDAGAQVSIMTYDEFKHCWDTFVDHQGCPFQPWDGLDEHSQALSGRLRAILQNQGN
CCR6 antag: blocks CCL20-driven beta-arrestin recruitment at human CCR6; P51684; CHO-K1 CCR6 PathHunter beta-arrestin, luminescence, CCL20-stimulated; inhibition, % at 20 µM; hit rate 0.49% among 340,000; AID 493098;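 active means compounds whose inhibition of the agonist-driven luminescence signal at 20 µM reaches about 50%, limit read from the data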;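 further: cells stimulated with CCL20 at 14 nM final; plate controls were DMSO with CCL20 for no effect and DMSO without agonist for full effect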
Target sequence (P51684 whole entry, looked up): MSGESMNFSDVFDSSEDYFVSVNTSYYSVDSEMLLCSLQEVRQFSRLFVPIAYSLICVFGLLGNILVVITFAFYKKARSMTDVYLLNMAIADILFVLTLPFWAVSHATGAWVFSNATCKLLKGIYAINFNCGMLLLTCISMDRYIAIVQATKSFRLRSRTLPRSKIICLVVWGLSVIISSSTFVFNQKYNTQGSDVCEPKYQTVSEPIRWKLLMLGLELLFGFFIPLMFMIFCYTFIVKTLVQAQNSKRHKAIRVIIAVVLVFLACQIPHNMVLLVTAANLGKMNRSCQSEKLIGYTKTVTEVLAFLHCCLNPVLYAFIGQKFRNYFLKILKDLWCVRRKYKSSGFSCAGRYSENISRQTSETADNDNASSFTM
CXCR6 inh: CXCR6 (human) receptor inhibition; CHO-K1 PathHunter CXCR6 beta-arrestin, luminescence; inhibition, % at 20 µM; hit rate 0.36% among 360,000; AID 602244; in the data active means inhibition above about 34%, passing the limit was not always enough;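 further: antagonist mode with CXCL16 agonist at 10 nM final; 0% = 10 nM CXCL16 with DMSO and 100% = unstimulated wells without agonist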
EBI2 antag: antagonists of human EBI2 receptor; P32249; EBI2 beta-arrestin recruitment, luminescence, 7a,25-OHC stimulated; hit rate 0.81% among 360,000; inhibition, % at 5 µM; in the data active means inhibition above about 38%;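 further: enzyme fragment complementation signal reports receptor beta-arrestin coupling in cells; 0% = agonist plus DMSO wells and 100% = wells without agonist; some results beyond the cut were filed as inactive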
Target sequence (P32249 whole entry, looked up, the tested form may be a part): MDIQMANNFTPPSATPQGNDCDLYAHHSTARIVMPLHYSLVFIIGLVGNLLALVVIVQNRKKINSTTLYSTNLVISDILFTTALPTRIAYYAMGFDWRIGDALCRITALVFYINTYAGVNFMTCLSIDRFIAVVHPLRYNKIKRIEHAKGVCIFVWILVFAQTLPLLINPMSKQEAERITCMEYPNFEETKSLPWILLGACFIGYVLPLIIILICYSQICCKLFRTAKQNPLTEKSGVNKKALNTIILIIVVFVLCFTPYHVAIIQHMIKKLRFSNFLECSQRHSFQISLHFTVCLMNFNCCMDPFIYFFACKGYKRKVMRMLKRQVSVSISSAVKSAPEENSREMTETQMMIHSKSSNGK
Gli-Sufu block: blocks Gli-Sufu signaling in a luciferase reporter | hit rate 0.74% among 340,000 | inhibition, % at 5 µM | Sufu-KO-LIGHT fibroblasts, Gli luciferase reporter luminescence | AID 588413;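 active means inhibition above about 55%, limit read from the data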;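 further: 0% = DMSO-treated cells and 100% = wells with medium but no cells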
Starred values were filed as active, the others as inactive; · = not tested or not shown.

SMILES,NR3A LBD binder,MPTP block,APOBEC3G inh,APOBEC3A inh,CCR6 antag,CXCR6 inh,EBI2 antag,Gli-Sufu block
O=C(NCc1ccccc1)C1=C[C@@H](c2coc3ccccc3c2=O)C[C@@H](OCc2ccc(CO)cc2)O1,-1,-0.2,-5,-2,12,-1,0,16
Cc1cc2nc(-c3ccco3)cc(C(F)(F)F)n2n1,5,-1.1,-3,-2,1,7,7,-3
C/C(=N\NC(=O)CCc1c[nH]c2ccccc12)c1cccc([N+](=O)[O-])c1,-27,0.7,-1,-1,10,-3,-4,26
CC(C)(C)[C@H]1C=C(C(=O)O)O[C@@H](OCc2ccc(CO)cc2)C1,0,-1.4,-15,-6,3,1,0,-3
O=C(NNc1c([N+](=O)[O-])cc(C(F)(F)F)cc1[N+](=O)[O-])c1ccco1,1,46,-6,-2,33,17,-1,18
O=C(NCCS(=O)(=O)N1CCN(c2cccc(Cl)c2)CC1)c1ccco1,0,-0.9,-2,-1,4,3,-10,6
Cc1cccc(C)c1N(CC(=O)N1CCN(c2ccccc2F)CC1)S(C)(=O)=O,-1,-0.6,-7,-3,8,5,5,1
COc1ccc(CCNCc2c(OC)ccc3ccccc23)cc1OC,1,-0.6,-10,-1,10,-3,-13,-36
COc1cc(/C=C/C(=O)OCC(=O)NCc2ccco2)ccc1OCC#N,-5,-0.8,-4,8,3,-11,-3,-1
COc1ccc2c(CN3CCN(S(=O)(=O)c4cccs4)CC3)cc(=O)oc2c1,-2,2.2,-3,0,12,7,-18,5
COC(=O)c1ccc(/C=N/NC(=O)C2CC(=O)N(c3ccc(OC)cc3)C2)cc1 (centres undefined),0,-0.6,1,2,10,7,19,-11
COc1ccc(CSc2nnnn2-c2ccccc2)cc1,2,-4.6,-5,-4,-3,-13,8,4
Cc1ccccc1NC(=O)CN1C(=O)NC2(CCc3ccccc32)C1=O (centres undefined),-2,-1.9,-9,-4,-5,9,-10,-2
FC(F)(F)c1cccc(Sc2cc(C(F)(F)F)nc(-c3ccccn3)n2)c1,1,41,-3,0,-21,-9,-21,15
O=C(NC1CCCN(Cc2ccc(Cl)cc2)C1)c1ccoc1 (centres undefined),-1,-1.3,-3,-2,13,14,6,3
CSCCC(NC(C)=O)C(=O)OCC(=O)N(c1ccccc1)c1ccccc1 (centres undefined),-2,-0.1,-5,-2,11,3,-4,0
O=C(N/N=C/c1ccc2c(c1)OCO2)c1ccc2ccccc2n1,5,0.5,-4,5,9,3,-2,-14
COc1ccc(S(=O)(=O)Cc2ccc(C(=O)N3CCN(Cc4ccccc4)CC3)o2)cc1,1,-0.3,-3,-4,-1,-2,-1,9
CCCC(=O)Nc1nc(CC(=O)OCC)cs1,-1,-0.5,-4,-1,2,3,6,4
c1ccc(-c2cc(N3CCCCC3)ncn2)cc1,0,-0.7,-1,2,11,-4,-4,-33
COc1ccc2c(COC(=O)c3cccc(S(=O)(=O)NCC(C)C)c3)cc(=O)oc2c1,-7,-1.1,-9,0,7,-7,11,10
CCc1cc(=O)oc2cc(C)cc(OC(C)C(=O)NC3CC(C)(C)NC(C)(C)C3)c12 (centres undefined),2,0.1,-9,-5,7,-4,3,5
CC(C)c1ccc(NC2=NCC(=O)N2Cc2cccs2)cc1,-2,1.1,-5,-6,22,1,-16,-10
CCOC(=O)c1c(C)sc2c1N(C(=O)CCl)c1cc(Cl)ccc1S2,1,-1.4,-2,-2,18,2,20,-7
O=C(CN1CCOc2ccccc21)NCc1ccc(Cl)cc1,0,-1.5,-4,2,-2,-5,5,2
CCCCN(C)CCNC(=O)C1CCCN(S(=O)(=O)c2cccc3nsnc23)C1 (centres undefined),5,-3.0,-8,-4,11,1,-4,10
COc1ccc(N2C(=O)N[C@@H](Cc3ccccc3)C2=O)cc1OC,-2,-0.7,-7,-2,6,-6,-5,7
CCOc1ccccc1C(=O)NCC(=O)OCC(=O)N1CCCC1,2,-1.7,1,2,6,6,-8,3
Cc1ccc(S(=O)(=O)Nc2nc3ccccc3nc2N2CCN(c3ccccc3F)CC2)cc1,1,3.3,-6,-4,-17,-2,5,13
CCOC(=O)N1CCN(S(=O)(=O)N(C)C)CC1,-2,-1.2,-5,-3,-5,5,-6,-3
CCOC(=O)C1CCN(C(=O)c2ccc(Br)o2)CC1,0,-0.9,-6,-4,-4,8,-8,0
Cc1ccc(-c2nc(CS(=O)CC(=O)NCCC(C)C)c(C)o2)cc1 (centres undefined),-1,-1.3,-7,-4,10,4,1,8
CC(C)c1ccc(C2CC(=O)N3CN(Cc4ccco4)CSC3=C2C#N)cc1 (centres undefined),-2,0.3,1,2,19,-4,5,7
COc1ccccc1OCc1ccc(C(=O)Nc2ccncc2)o1,-1,2.9,-5,-2,-12,16,-11,13
Cc1ccc2c(c1)S/C(=C/c1ccc[n+](C)c1)N2CCO,1,0.1,23,70*,20,2,-5,55*
CC(C)Oc1ccc(S(=O)(=O)N2CCOCC2)cc1NC(=O)c1nn(C)c(=O)c2ccccc12,-2,-2.1,·,·,13,14,7,0
O=C(N/N=C/c1cn(-c2ccccc2)nc1-c1cc2ccccc2o1)c1ccccc1Br,5,3.1,-2,0,14,3,16,-92
Cc1ccc(S(=O)(=O)CCC(=O)OCC(=O)NC(N)=O)cc1,-1,0.9,6,5,-3,6,-5,3
COc1cc(-c2nnc(NC(=O)C3=COCCO3)o2)cc(OC)c1OC,0,-2.4,11,-8,17,0,-7,-6
CCOc1cccc(CN2CCN(c3cccc(C(F)(F)F)c3)CC2)c1O,0,4.0,-5,-2,20,-6,18,13
CC1CC(CC(=O)NC(=S)Nc2ccccc2Cl)C(=O)O1 (centres undefined),-4,1.8,-7,1,2,2,3,4
C=CCn1c(SCC(=O)NC2CC2)nnc1-c1ccccn1,-1,-1.3,-6,-2,-2,-2,-3,4
Cc1cccc(Nc2ccccc2C(=O)NCc2ccco2)c1C,-6,-1.5,0,8,15,4,26,-2
CC1CC(C)(C)NC(=S)N1CC(=O)NCc1ccccc1Cl (centres undefined),-12,0.7,-10,-8,-7,-5,-6,-2
COc1ccc(CN=C2NN=C(c3ccccc3)CS2)cc1,-8,-2.8,3,-2,14,-2,5,-15
CCC1CCCCN1CCCNC(=O)Cn1nc(-c2ccccc2)ccc1=O (centres undefined),-1,1.2,-6,2,-6,4,-10,57*
CCN(CC(=O)NCCc1ccc(S(N)(=O)=O)cc1)Cc1nc2cc(OC)c(OC)cc2c(=O)[nH]1,1,-1.0,-1,0,2,-10,1,-18
COc1ccc(C2(C)NC(=O)N(CC(=O)NC3CCCC3)C2=O)cc1OC (centres undefined),0,-0.5,-3,0,15,2,4,4

Given with each value named: two of the compounds above.
> Cc1ccc(S(=O)(=O)Nc2nc3ccccc3nc2N2CCN(c3ccccc3F)CC2)cc1
  NR3A LBD binder: 1	MPTP block: 3.3	APOBEC3G inh: -6	APOBEC3A inh: -4	CCR6 antag: -17	CXCR6 inh: -2	EBI2 antag: 5	Gli-Sufu block: 13
> CCOC(=O)c1c(C)sc2c1N(C(=O)CCl)c1cc(Cl)ccc1S2
  NR3A LBD binder: 1	MPTP block: -1.4	APOBEC3G inh: -2	APOBEC3A inh: -2	CCR6 antag: 18	CXCR6 inh: 2	EBI2 antag: 20	Gli-Sufu block: -7

The results go on:
SMILES,NR3A LBD binder,MPTP block,APOBEC3G inh,APOBEC3A inh,CCR6 antag,CXCR6 inh,EBI2 antag,Gli-Sufu block
Cc1cccc(-c2cccc(NC(=O)C3CCCN(C(=O)c4ocnc4C)C3)c2)c1 (centres undefined),0,0.7,2,-2,11,-2,4,3
O=C(COC(=O)CCc1ccccc1)Nc1ncc(Cl)cc1Cl,0,-2.8,0,4,7,8,-21,-1
Cc1nn(C(=O)c2nn(C)cc2[N+](=O)[O-])c(C)c1Br,0,-0.2,-6,3,7,-6,-5,0
COCCn1c(SCC(=O)Nc2cc(C)on2)nnc1-c1ccco1,0,-0.4,-4,0,14,0,1,2
C#CCOCCOCCOCCNc1nc(N2CCN(C(=O)C(Cc3ccc(O)cc3)n3cc(C(N)CC(C)C)nn3)CC2)nc(N2CCN(C(=O)C(Cc3ccc(O)cc3)n3cc(C(N)C(C)CC)nn3)CC2)n1 (centres undefined),-3,-3.0,13,-2,1,-4,2,-9
Cn1c(SCC(=O)NC2CCCCC2)nnc1-c1ccc(N)cc1,-1,0.8,-5,1,5,-7,2,0
Cc1cc(=O)oc(C)c1C(=O)Nc1ccc(Cl)cn1,4,4.9,2,0,-4,-1,-4,-1
O=C(COC(=O)Cc1cccc(C(F)(F)F)c1)NCC1CCCO1 (centres undefined),0,0.0,-3,0,-12,-2,-4,2
Cc1noc(C)c1C(=O)Nc1nccs1,1,0.9,-2,-1,4,-6,6,3
Cc1csc(NC(=O)NC2(C(F)(F)F)Oc3ccccc3O2)n1,-1,9.0,-1,-2,15,-10,2,53
CN1CCN(C(=O)c2ccccc2NS(=O)(=O)c2ccc(F)cc2)CC1,0,0.4,2,-2,-2,-2,-1,-2
COc1ccc(OC)c(NC(=O)c2cccc(N3C(=O)C4C5CCC(C5)C4C3=O)c2)c1 (centres undefined),2,1.6,-10,-4,6,-12,-5,23
COc1ccc(-n2c(C)c([N+](=O)[O-])c3ccc(O)c(CN4CCCCC4)c32)cc1,3,-0.1,1,0,13,25,20,-13
O=C(CNC(=S)N(Cc1ccc(F)cc1)C1CCCCC1)NCCN1CCOCC1,-1,-1.2,24,-5,11,5,-7,3
N#CC1(P(=O)(c2ccccc2)c2ccccc2)CCCC1,-3,-1.1,-8,-2,9,3,4,-4
COc1ccc(Cn2nnc3c(C)n[nH]c(=O)c32)cc1,2,0.4,-5,-2,4,-8,0,1
CCC(=O)N1CCN=C1SCc1ccccc1,0,-1.1,-5,-2,6,-6,3,17
C=CCN(CC=C)CCOc1ccccc1F,-1,0.6,-9,-4,0,0,-10,-10
O=C1C2=C(CCCC2)C(=O)N1c1cccc(OCCBr)c1,-1,0.0,3,4,14,0,-8,0
CNC(=S)N/N=C/c1cc(Br)cc(Br)c1O,-3,88*,-5,-3,9,6,-14,6
Cc1ccc(Cl)c(NC(=O)COC(=O)C2CCC2)c1Cl,-1,-0.6,-4,5,0,-5,12,1
COCCCn1c(SCC(=O)NC(C)C)nnc1-c1ccccc1,4,0.4,-5,-2,6,5,-12,-29
C#CCOC(=O)Nc1cnccc1C(F)(F)F,-1,1.5,-4,-5,-3,-5,7,-1
O=C(COCc1nc2ccccc2c(=O)[nH]1)NC1CCCC1,0,0.2,-6,-5,-13,-3,7,5
CCCCN(CC)C(=O)c1ccc(-c2ccccc2)cc1,-3,-0.4,-9,-4,21,3,5,2
COc1ccc(/C=N/NC(=O)C(=O)N2CCN(c3ccccc3OC)CC2)cc1,0,1.3,-7,0,2,3,-7,1
CS(=O)(=O)c1ccc(C(=O)OCC(=O)c2ccc(Cl)s2)cc1,-3,0.6,-2,2,16,0,3,-12
CCCCN(C(=O)C(C)N1C(=O)c2ccccc2C1=O)c1c(N)n(CCCC)c(=O)[nH]c1=O (centres undefined),0,-0.4,-6,-1,-3,-1,-4,-2
NS(=O)(=O)c1ccc(N2C(=O)C3CC=CCC3C2=O)cc1 (centres undefined),-1,-2.0,0,5,12,3,5,3
CCc1cccc(NC(=O)CCc2c(C)nn(-c3ccc(N4CCOCC4)nn3)c2C)c1,-8,-1.6,2,0,-4,-2,2,-10
CC1C/C(=N/NC(=O)c2cccs2)CC(C)(C)C1 (centres undefined),-5,-1.0,0,2,-30,-1,-6,-26
Fc1ccc(-c2nc3c(Cl)cc(C(F)(F)F)cn3c2Cl)cc1,1,-0.8,-4,-1,-2,4,-13,-44
CC(C)(C)c1ccc(OCCSc2nc3ccccc3n2CC(=O)O)cc1,8,-0.2,-4,-2,-5,0,-16,-5
